Efflux pump mplx = antifungal efflux pump inhibition, Nile Red retention | S. cerevisiae Candida pump triplex | inhibition, % at 10 µM | hit rate 0.44% among 330,000 | AID 485275;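 active = plate passing quality check with inhibition over a set limit, or well fluorescence over plate mean plus 4 SD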;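 note: Nile Red retained in pooled yeast measured as flow cytometry median fluorescence; 0% = buffer negative control and 100% = Enniatin B positive control; higher means more Nile Red kept so more efflux inhibition; some compounds called inactive have numbers as strong as hits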
BCLXL inh = blocks human Bcl-xL binding to Bim BH3 peptide | Q07817 | GST-Bcl-xL / FITC-Bim BH3 peptide fluorescence polarization | inhibition, % at 10.9 µM | hit rate 0.7% among 320,000;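 active = inhibition above the mean of all tested compounds plus 3 SD, cutoff set per campaign, cut at about 30% in these data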;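 note: 0% = DMSO wells and 100% = unlabeled Bim-BH3 peptide competitor; inhibitors lower millipolarization by displacing the labeled peptide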
MCL1-BIM inh = disrupts human MCL1 binding to BIM-BH3 peptide | Q07820 | GST-MCL1 / FITC-Bim-BH3 fluorescence polarization | inhibition, % at 10.9 µM | hit rate 0.68% among 320,000 | AID 2057;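 active = inhibition above the mean inhibition of all tested compounds plus 3 SD, set per campaign, cut at about 40% in these data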;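 note: 0% = DMSO wells and 100% = unlabeled Bim-BH3 peptide control; higher means more loss of mP so more displacement of Bim peptide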
VLA-4 inh = inhibition in a human VLA-4 binding assay; inhibition, % (about 7 µM as worked out from the volumes in the protocol); AID 2557; hit rate 0.2% among 330,000; P13612; VLA-4 expressing cells, ligand binding flow cytometry; in the data active = inhibition above about 50%
PME-1 inh = PME-1 (human) inhibition | inhibition, % at 5.9 µM | AID 2130 | recombinant PME-1, FP-Rh probe fluorescence polarization | hit rate 0.53% among 320,000;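 active = inhibition above the campaign mean of all compounds plus 3 SD, cut at about 26% in these data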;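 note: competitive labeling of PME-1 active site by serine hydrolase directed probe; 0% = PME-1 with DMSO and 100% = wells lacking PME-1 enzyme; inhibitors block probe labeling so polarization falls and inhibition rises; many of its hits are not listed in these tables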
Fam108B counter = Fam108B inhibition, counter-screen for RBBP9 inhibitors | recombinant Fam108B, FP-Rh probe fluorescence polarization | inhibition, % at 9.51 µM | hit rate 0.33% among 300,000 | AID 1947;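 active = inhibition above the screen mean inhibition plus 3 SD, computed separately per campaign, cut at about 18% in these data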;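 note: inhibitors lower polarization as less probe binds the enzyme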
MEX-5 binding = C. elegans MEX-5 TCR-2 RNA binding activity | Q9XUB2 | MEX-5/FITC-TCR2 RNA binding, fluorescence polarization; active compounds read low | activity score (negative = inhibition of binding), % at 10 µM | hit rate 0.38% among 300,000 | AID 1832;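 active = inhibition past about -25% in most replicates, and total fluorescence under double the plate's negative control median, limit read from the data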;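 note: 0% = DMSO and -100% = 5 µM competing unlabeled TCR2 RNA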
Target sequence (Q9XUB2 whole entry, looked up): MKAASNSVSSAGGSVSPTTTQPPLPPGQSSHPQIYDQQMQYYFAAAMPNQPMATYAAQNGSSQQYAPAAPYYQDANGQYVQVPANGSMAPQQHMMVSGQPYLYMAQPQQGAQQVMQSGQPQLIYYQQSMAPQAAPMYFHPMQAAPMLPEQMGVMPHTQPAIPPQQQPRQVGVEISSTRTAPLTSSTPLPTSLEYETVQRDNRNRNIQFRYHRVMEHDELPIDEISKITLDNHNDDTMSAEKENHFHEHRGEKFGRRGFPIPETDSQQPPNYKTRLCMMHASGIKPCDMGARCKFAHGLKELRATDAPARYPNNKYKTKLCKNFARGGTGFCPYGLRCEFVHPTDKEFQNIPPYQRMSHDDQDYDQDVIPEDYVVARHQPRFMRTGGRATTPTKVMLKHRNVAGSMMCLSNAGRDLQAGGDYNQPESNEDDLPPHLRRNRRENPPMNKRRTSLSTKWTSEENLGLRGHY
GLD-1 RNA inh = GLD-1-TGE RNA interaction inhibition (C. elegans); purified GLD-1 + fluorescein TGE RNA, fluorescence polarization; inhibition, % at 5.96 µM; hit rate 0.44% among 320,000; AID 2280;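 active = percent inhibition above a per-plate cutoff, the plate mean of test compounds plus 3 SD, cut at about 30% in these data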;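 note: 0% = DMSO wells with GLD-1 and probe and 100% = wells lacking GLD-1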
Target sequence (Q17339 whole entry, looked up): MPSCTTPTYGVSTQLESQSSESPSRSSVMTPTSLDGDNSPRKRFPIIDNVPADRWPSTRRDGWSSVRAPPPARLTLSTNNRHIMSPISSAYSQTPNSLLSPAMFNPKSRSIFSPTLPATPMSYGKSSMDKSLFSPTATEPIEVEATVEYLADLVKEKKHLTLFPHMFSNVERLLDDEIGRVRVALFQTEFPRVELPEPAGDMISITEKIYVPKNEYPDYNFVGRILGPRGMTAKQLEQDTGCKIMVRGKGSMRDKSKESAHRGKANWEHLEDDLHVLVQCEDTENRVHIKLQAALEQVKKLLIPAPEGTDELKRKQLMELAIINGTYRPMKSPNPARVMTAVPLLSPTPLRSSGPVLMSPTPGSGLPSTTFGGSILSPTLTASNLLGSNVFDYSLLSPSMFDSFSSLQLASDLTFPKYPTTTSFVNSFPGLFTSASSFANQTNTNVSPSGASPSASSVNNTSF
GRK2 inh = inhibitors of human GRK2 displacing RNA aptamer | bead flow cytometry, FAM-aptamer displacement from GRK2 | inhibition of aptamer binding, % at 10 µM | hit rate 0.59% among 330,000 | AID 488847;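 active = inhibition of aptamer binding above 40%, roughly 3 SD of noise, on plates passing a quality check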;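 note: median bead fluorescence of bound FAM aptamer so fluorescent compounds give negative values; no value below 0 was filed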
* hit, by the source's call.

Screening O=C1NCCCC1C(=O)N/N=C/c1ccccc1 (stereo not drawn) returned Efflux pump mplx 0.0, BCLXL inh 4, MCL1-BIM inh 8, VLA-4 inh 8, PME-1 inh -1, Fam108B counter 13, MEX-5 binding 0.0, GLD-1 RNA inh 2 and GRK2 inh 0.
`COc1ccc(C2CC(=O)C(C(c3ccc(O)cc3)C3C(=O)CC(c4ccc(OC)cc4)CC3=O)C(=O)C2)cc1` (stereo not drawn) gave Efflux pump mplx -0.1, BCLXL inh 8, MCL1-BIM inh 25, VLA-4 inh 0, PME-1 inh -8, Fam108B counter 2, MEX-5 binding 2.8, GLD-1 RNA inh -13 and GRK2 inh 52*.
Screening COc1nc(OCCNC(=O)Nc2ccccc2)nc(N(C)C)n1 returned Efflux pump mplx 0.1, BCLXL inh -9, MCL1-BIM inh -19, VLA-4 inh -4, PME-1 inh -2, Fam108B counter -6, MEX-5 binding 1.6, GLD-1 RNA inh -2 and GRK2 inh 6.
Cn1cc(/C=N/NC(=O)c2cc3cc(Br)ccc3o2)c2ccccc21 was read as Efflux pump mplx -0.1, BCLXL inh -11, MCL1-BIM inh -12, VLA-4 inh 6, PME-1 inh 5, Fam108B counter 2, MEX-5 binding -1.4, GLD-1 RNA inh 5 and GRK2 inh 2.
For Cc1ccc(S(=O)(=O)CC(O)CN2CCCC2=O)cc1 (stereo not drawn) the results were Efflux pump mplx 0.0, BCLXL inh 2, MCL1-BIM inh 6, VLA-4 inh -10, PME-1 inh 3, Fam108B counter -3, MEX-5 binding 0.5, GLD-1 RNA inh 3 and GRK2 inh 0.
For CC(OC(=O)c1ccc(O)cc1)C(=O)Nc1ccc(Oc2ccccc2)cc1 (stereo not drawn) the results were Efflux pump mplx -0.1, VLA-4 inh 0, GLD-1 RNA inh 6 and GRK2 inh 2.
`O=C(Cn1nnc(-c2ccccc2)n1)NCc1ccco1` gave Efflux pump mplx -0.1, BCLXL inh 2, MCL1-BIM inh -4, VLA-4 inh 11, PME-1 inh 5, Fam108B counter -1, MEX-5 binding -0.9, GLD-1 RNA inh 1 and GRK2 inh 3.
`O=c1c2ccccc2cnn1Cc1n[nH]c(=S)n1-c1ccccc1Cl` gave Efflux pump mplx 0.1, BCLXL inh -9, MCL1-BIM inh -3, VLA-4 inh -1, PME-1 inh -4, Fam108B counter -3, MEX-5 binding -0.1, GLD-1 RNA inh 2 and GRK2 inh 0.
`C=CCn1c(CNC(=O)c2ccco2)nnc1SCC(=O)Nc1cccc(Br)c1` gave Efflux pump mplx 0.1, BCLXL inh 1, MCL1-BIM inh 2, VLA-4 inh 5, PME-1 inh -5, Fam108B counter 2, MEX-5 binding 0.4, GLD-1 RNA inh 0 and GRK2 inh 1.
Screening COc1cc(/C=N/NC(=O)c2ccccn2)ccc1OC(=O)c1cccs1 returned Efflux pump mplx 0.2, BCLXL inh 5, MCL1-BIM inh 9, VLA-4 inh 5, PME-1 inh -14, Fam108B counter 1, MEX-5 binding 2.2, GLD-1 RNA inh 2 and GRK2 inh 6.
`CN1CCN(CCOc2ccc(Cl)c(Cl)c2)CC1` gave Efflux pump mplx -3.3, BCLXL inh 6, MCL1-BIM inh 6, VLA-4 inh 12, PME-1 inh -1, Fam108B counter 0, MEX-5 binding 0.0, GLD-1 RNA inh 0 and GRK2 inh 6.
For CC(=O)Nc1ccc(NC(=O)C(=O)NCC(c2ccco2)N2CCc3ccccc32)cc1 (stereo not drawn) the results were Efflux pump mplx -0.1, BCLXL inh 1, MCL1-BIM inh 4, VLA-4 inh 2, PME-1 inh 1, Fam108B counter 2, MEX-5 binding -0.2, GLD-1 RNA inh 10 and GRK2 inh 0.
For CC1CCc2c(sc3[nH]c(=S)n(C)c(=O)c23)C1 (stereo not drawn) the results were Efflux pump mplx 0.1, BCLXL inh -4, MCL1-BIM inh -7, VLA-4 inh 0, PME-1 inh -1, Fam108B counter 1, MEX-5 binding 1.9, GLD-1 RNA inh 4 and GRK2 inh 1.
Screening Cc1nc2ccc(S(=O)(=O)NC(CC(C)C)C(=O)O)cc2s1 (stereo not drawn) returned Efflux pump mplx 0.1, BCLXL inh 10, MCL1-BIM inh -2, VLA-4 inh -8, PME-1 inh -4, Fam108B counter -2, MEX-5 binding 0.9, GLD-1 RNA inh 8 and GRK2 inh 1.
For COc1ccc(OC(C)C(=O)Nc2ccc([N+](=O)[O-])cc2)cc1 (stereo not drawn) the results were Efflux pump mplx 0.3, BCLXL inh 6, MCL1-BIM inh 10, VLA-4 inh -11, PME-1 inh -7, Fam108B counter 2, MEX-5 binding 0.6, GLD-1 RNA inh -3 and GRK2 inh 0.
Screening CN(CC(=O)Nc1ccc(C#N)cc1)Cc1ccc(Cl)cc1Cl returned Efflux pump mplx 0.0, BCLXL inh 3, MCL1-BIM inh 10, VLA-4 inh -6, PME-1 inh 14, Fam108B counter -3, MEX-5 binding -0.6, GLD-1 RNA inh -2 and GRK2 inh 4.
Screening COc1ccc(N(Cc2ccc(N(C)C)cc2)C(=O)c2ccc(S(C)(=O)=O)cc2)cc1 returned Efflux pump mplx 0.1, BCLXL inh 2, MCL1-BIM inh -4, VLA-4 inh -1, PME-1 inh -2, Fam108B counter 2, MEX-5 binding -3.0, GLD-1 RNA inh -1 and GRK2 inh 3.
For C=Cc1cccc(NC(=O)COc2ccccc2)c1 the results were Efflux pump mplx 0.0, BCLXL inh 4, MCL1-BIM inh -1, VLA-4 inh 18, PME-1 inh 0, Fam108B counter 3, MEX-5 binding 1.8, GLD-1 RNA inh 2 and GRK2 inh 0.
CCOc1cc(CNCc2ccccn2)ccc1OCC(=O)NC(C)(C)C was read as Efflux pump mplx -0.2, BCLXL inh 0, MCL1-BIM inh -5, VLA-4 inh 0, PME-1 inh -1, Fam108B counter -1, MEX-5 binding -1.4, GLD-1 RNA inh 2 and GRK2 inh 1.
CC(c1ccco1)N(Cc1ccco1)C(=O)Nc1ccccc1 (stereo not drawn) was read as Efflux pump mplx 0.0, BCLXL inh 10, MCL1-BIM inh 10, VLA-4 inh 1, PME-1 inh 1, Fam108B counter 2, MEX-5 binding 0.1, GLD-1 RNA inh 2 and GRK2 inh 0.
COc1ccc(NC(=O)c2cc(C(=O)Nc3ccc(OC)cc3OC)cc([N+](=O)[O-])c2)c(OC)c1 was read as Efflux pump mplx -0.1, BCLXL inh -1, MCL1-BIM inh 1, VLA-4 inh 1, PME-1 inh -3, Fam108B counter -3, MEX-5 binding 2.2, GLD-1 RNA inh 0 and GRK2 inh 0.
Cc1ccc2cccc(S(=O)(=O)N3CCN(c4ccccc4F)CC3)c2n1 was read as Efflux pump mplx -0.1, BCLXL inh 5, MCL1-BIM inh -1, VLA-4 inh -6, PME-1 inh -2, Fam108B counter -3, MEX-5 binding 1.0, GLD-1 RNA inh -1 and GRK2 inh 2.
For Nc1nc(SCC(=O)Nc2ccc(OC(F)(F)F)cc2)[nH]c(=O)c1NC(=O)c1ccc(Br)o1 the results were Efflux pump mplx 0.6, BCLXL inh -11, MCL1-BIM inh -12, VLA-4 inh -9, PME-1 inh -13, Fam108B counter -8, MEX-5 binding -2.8, GLD-1 RNA inh -4 and GRK2 inh 0.
For COc1ccccc1CNC(=O)CCS(=O)(=O)c1ccc2c(c1)CCCN2C(C)=O the results were Efflux pump mplx 0.0, BCLXL inh 5, MCL1-BIM inh 4, VLA-4 inh 2, PME-1 inh 2, Fam108B counter -3, MEX-5 binding 1.9, GLD-1 RNA inh 4 and GRK2 inh 8.
Screening CCSc1nsc(NC(=O)Nc2ccccc2F)n1 returned Efflux pump mplx 0.1, BCLXL inh 5, MCL1-BIM inh 4, VLA-4 inh 14, PME-1 inh -20, Fam108B counter -1, MEX-5 binding 2.0, GLD-1 RNA inh 2 and GRK2 inh 5.
For COc1cc(/C=N/NC(=O)CCNC(=O)c2ccccc2Cl)ccc1O the results were Efflux pump mplx 0.0, BCLXL inh 0, MCL1-BIM inh 1, VLA-4 inh -1, PME-1 inh 5, Fam108B counter -6, MEX-5 binding -0.7, GLD-1 RNA inh 2 and GRK2 inh 0.
Screening C/C(CC(=O)Nc1cccc(Cl)c1C)=N\NC(=O)C(=O)NCC(C)C returned Efflux pump mplx -0.1, BCLXL inh -3, MCL1-BIM inh -1, VLA-4 inh 24, PME-1 inh -5, Fam108B counter -4, MEX-5 binding -0.5, GLD-1 RNA inh -5 and GRK2 inh 1.
Screening COc1ccc(-c2cc3nc(C)cc(N4CC(C)CC(C)C4)n3n2)cc1 (stereo not drawn) returned Efflux pump mplx 0.5, BCLXL inh 4, MCL1-BIM inh 6, VLA-4 inh 5, PME-1 inh 1, Fam108B counter -7, MEX-5 binding 0.5, GLD-1 RNA inh -2 and GRK2 inh 0.
`CC(NC(=O)NC12CC3CC(CC(C3)C1)C2)C1CCCO1` (stereo not drawn) gave Efflux pump mplx 0.1, BCLXL inh 2, MCL1-BIM inh 3, VLA-4 inh 23, PME-1 inh 4, Fam108B counter 2, MEX-5 binding -0.7, GLD-1 RNA inh -5 and GRK2 inh 1.
For CSc1nnc(C)c(=O)n1COC(=O)COc1ccc2ccccc2c1 the results were Efflux pump mplx -0.1, BCLXL inh 5, MCL1-BIM inh 9, VLA-4 inh 14, PME-1 inh 2, Fam108B counter 3, MEX-5 binding 1.0, GLD-1 RNA inh 0 and GRK2 inh 1.

A draw from above in order of formula weight, lowest first.
For COc1cc(/C=N/NC(=O)CCNC(=O)c2ccccc2Cl)ccc1O the results were Efflux pump mplx 0.0, BCLXL inh 0, MCL1-BIM inh 1, VLA-4 inh -1, PME-1 inh 5, Fam108B counter -6, MEX-5 binding -0.7, GLD-1 RNA inh 2 and GRK2 inh 0.
For CC(=O)Nc1ccc(NC(=O)C(=O)NCC(c2ccco2)N2CCc3ccccc32)cc1 (stereo not drawn) the results were Efflux pump mplx -0.1, BCLXL inh 1, MCL1-BIM inh 4, VLA-4 inh 2, PME-1 inh 1, Fam108B counter 2, MEX-5 binding -0.2, GLD-1 RNA inh 10 and GRK2 inh 0.
`COc1ccc(C2CC(=O)C(C(c3ccc(O)cc3)C3C(=O)CC(c4ccc(OC)cc4)CC3=O)C(=O)C2)cc1` (stereo not drawn) gave Efflux pump mplx -0.1, BCLXL inh 8, MCL1-BIM inh 25, VLA-4 inh 0, PME-1 inh -8, Fam108B counter 2, MEX-5 binding 2.8, GLD-1 RNA inh -13 and GRK2 inh 52*.

Going on with the list:
Screening COc1ccc(S(=O)(=O)N2CCC(C(=O)NC3CCCC3)CC2)cc1OC returned Efflux pump mplx 0.0, VLA-4 inh 6, MEX-5 binding -1.1 and GRK2 inh 3.
For O=c1cc(NCCCO)c2ccccc2o1 the results were Efflux pump mplx -0.1, BCLXL inh 6, MCL1-BIM inh 5, VLA-4 inh -10, PME-1 inh -2, Fam108B counter 11, MEX-5 binding -0.6, GLD-1 RNA inh 7 and GRK2 inh 4.
`O=C(CSCc1ccc([N+](=O)[O-])cc1)Nc1cccc(C(=O)Nc2ccccc2C(=O)O)c1` gave Efflux pump mplx 0.0, BCLXL inh 9, MCL1-BIM inh 4, VLA-4 inh -8, PME-1 inh -5, Fam108B counter 0, MEX-5 binding 0.1, GLD-1 RNA inh 2 and GRK2 inh 0.
Screening O=C(N/N=C/c1ccc([N+](=O)[O-])cc1)c1cccs1 returned Efflux pump mplx 0.2, BCLXL inh -5, MCL1-BIM inh -4, VLA-4 inh 5, PME-1 inh -2, Fam108B counter -2, MEX-5 binding -3.6, GLD-1 RNA inh 4 and GRK2 inh 0.

Bioassay records (PubChem BioAssay)

Not all compounds are listed, so the mix of outcomes need not match the whole.
